MBNL1 CUG block: inhibitors of human MBNL1 binding to CUG repeat RNA; TR-FRET MBNL1-His/biotin-(CUG)12 binding, 665/545 ratio; Potency, µM (highest dose often 57.5 µM), for inactives: at the highest dose activity change, negative = inhibition, actives largely listed as inhibitors; 280,000 tested, 0.036% active; active = well fitted inhibition curve with a large enough effect in the signal ratio, with a control signal flat, not every such curve was filed as active; inconclusive = small, poorly fitted or top-dose-only effect, or effect the other way, or a change in a side signal; inactive = no such curve, though single readings can be large or run the other way; the % refers to the signal ratio; note: potency is the fitted concentration of half-maximal effect; % is set by controls: 0 for no effect and ±100 for the full control effect
Target sequence (Q9NR56 whole entry, looked up): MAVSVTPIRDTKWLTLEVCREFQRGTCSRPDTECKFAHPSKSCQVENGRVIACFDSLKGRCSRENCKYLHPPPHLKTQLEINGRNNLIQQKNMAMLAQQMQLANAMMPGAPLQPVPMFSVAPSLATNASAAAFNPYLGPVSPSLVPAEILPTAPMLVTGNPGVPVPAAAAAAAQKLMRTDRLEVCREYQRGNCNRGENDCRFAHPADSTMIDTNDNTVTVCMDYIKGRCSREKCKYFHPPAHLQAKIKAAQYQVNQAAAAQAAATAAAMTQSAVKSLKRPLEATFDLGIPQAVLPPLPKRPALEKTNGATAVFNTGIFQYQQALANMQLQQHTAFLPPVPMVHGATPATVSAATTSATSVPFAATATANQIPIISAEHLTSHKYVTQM
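Ratiometric TR-FRET (665 over 545 nm, excitation 340 nm) tracks disruption of MBNL1-His/biotin-(CUG)12 complex after 60 min at room temperature, with compounds at 92 nM to 58 uM final.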
hERG WT inh: inhibitors of human wildtype KCNH2 potassium channel; Q12809; 340,000 tested, 0.37% active; U2OS, BacMam KCNH2, thallium flux FluxOr; hits give low values; activity change, % at 1.84 µM; AID 720551;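 active = maximum activity change below -70%; inconclusive = maximum activity change between -70% and -50%; inactive = maximum activity change above -50%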; note: % is set by controls: 0 for no effect and ±100 for the full control effect
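U2OS cells were transduced with wild-type KCNH2 virus (2.03 x 10^8 / mL) for 4 h at room temperature, then cultured overnight at 37 C. Thallium flux was read with FluxOr dye. Rate constants were normalized to DMSO controls.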
Chronic BCR inh: inhibitors of chronic active B-cell receptor signaling | ABC-DLBCL IkBa-CBG/CBR reporter, luminescence ratio, 4 h | Potency, µM (series often up to 46.1 µM), without a hit: at the top dose ratio change, negative = lower green/red ratio, usual class: inhibitors | 340,000 tested, 0.05% active; active = well fitted inhibition curve with a large enough effect in the signal ratio, with a control signal flat, not every such curve was filed as active; inconclusive = small, poorly fitted or top-dose-only effect, or effect the other way, or a change in a side signal; the % refers to the signal ratio;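 note: potency is the fitted concentration of half-maximal effect; plate controls were basal doxycycline-induced cells for no effect and cells given 10 µM MG132 for full effect; MG132 reads +100%, hits lower the ratio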
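TMD8 ABC-DLBCL cells carrying doxycycline-inducible green luciferase fused to IkappaBalpha plus unfused red luciferase were exposed to compounds (up to 46 uM) for 4 hrs at 37C. Activity came from the overlap-corrected green/red luminescence ratio.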
GALK inhibitor: inhibitors of human galactokinase. 270,000 tested, 0.007% active. AID 1868. Potency, µM (titrated, usually from 57.5 µM), for the others: at the highest dose activity change, negative = inhibition, actives largely listed as inhibitors. Purified GALK, Kinase-Glo residual ATP luminescence; note: potency is the fitted concentration of half-maximal effect; % is set by controls: 0 for no effect and ±100 for the full control effect
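Luminescence from leftover ATP (Ultra-Glo luciferase/luciferin) served as read-out after a 1 h room-temperature reaction of 5 nM GALK with 35 uM ATP and 100 uM galactose.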
Mito fusion yeast: mitochondrial division inhibition or fusion activation | S. cerevisiae fusion-defective mutant growth rescue, CellTiterGlo 48 h | Potency, µM (top dose mostly 46.1 µM), inactives show top-dose growth rescue (activation), usual class: activators | 320,000 tested, 0.23% active;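 note: potency is the fitted concentration of half-maximal effect; % of control where 0% means no effect; nearly all actives have a fitted effect of over 45% in size; temperature-sensitive fusion mutants such as fzo1-1 at 37 °C on non-fermentable ethanol glycerol medium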
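Read-out: ATP-based luminescence (CellTiterGlo, 10 min ambient) reporting growth of fusion-defective ts yeast after 48 hours at 37C on glycerol/ethanol YPEG medium in the presence of compound.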
Menin-MLL TR inh: menin-MLL binding inhibition, Texas Red mutant peptide | Menin + Texas Red MLL mutant peptide, fluorescence polarization | Potency, µM (highest dose often 61.6 µM), for inactives: at the highest dose FP activity change, negative = inhibition, most hits filed as inhibitors | O00255 | AID 1768 | 270,000 tested, 0.23% active; active = well fitted inhibition curve with a large enough effect in the polarisation, with a control signal flat, not every such curve was filed as active; inconclusive = small, poorly fitted or top-dose-only effect, or effect the other way, or a change in a side signal; inactive = no such curve, though single readings can be large or run the other way; the % refers to the polarisation; note: potency is the fitted concentration of half-maximal effect; % of control where 0% means no effect; many of its hits are not listed in these tables
Target sequence (O00255 whole entry, looked up): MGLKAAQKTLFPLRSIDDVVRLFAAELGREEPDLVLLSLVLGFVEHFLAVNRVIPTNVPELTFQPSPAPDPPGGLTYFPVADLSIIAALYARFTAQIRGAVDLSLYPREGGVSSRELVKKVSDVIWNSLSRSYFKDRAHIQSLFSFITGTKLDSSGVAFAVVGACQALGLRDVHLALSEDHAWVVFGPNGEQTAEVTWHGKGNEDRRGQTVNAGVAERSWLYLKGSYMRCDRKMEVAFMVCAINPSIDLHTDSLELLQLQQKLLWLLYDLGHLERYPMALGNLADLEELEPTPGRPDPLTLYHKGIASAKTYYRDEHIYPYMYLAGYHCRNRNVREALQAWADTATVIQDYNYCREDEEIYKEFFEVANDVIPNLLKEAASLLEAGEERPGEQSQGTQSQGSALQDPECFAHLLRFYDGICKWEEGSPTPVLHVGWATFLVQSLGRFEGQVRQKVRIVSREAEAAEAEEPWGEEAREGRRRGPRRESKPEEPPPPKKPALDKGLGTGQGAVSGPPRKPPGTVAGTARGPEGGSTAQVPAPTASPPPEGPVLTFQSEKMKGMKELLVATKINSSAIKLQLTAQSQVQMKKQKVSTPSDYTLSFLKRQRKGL
Eya2 phos inh: Eya2 (human) phosphatase inhibition. O00167. recombinant Eya2, OMFP fluorescence dephosphorylation (OMFP is methylfluorescein phosphate). Potency, µM (top dose mostly 76.9 µM), for inactives: top-dose activity, negative = inhibition, usual class: inhibitors. 330,000 tested, 0.006% active; note: potency is the fitted concentration of half-maximal effect; % is set by controls: 0 for no effect and ±100 for the full control effect
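Eya2 (0.2 uM) preincubated 10 min at ambient with compound, then OMFP substrate added at 50 uM; 10 min reaction in 50 mM HEPES pH 7.5, 50 mM NaCl, 5 uM MgCl2, 0.05% BSA, 1 mM DTT. Fluorescence read at Ex 485/Em 525 nm.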
ASM inhibitor: human S-ASM enzyme inhibition; placental ASM, HMU-PC fluorogenic substrate, 60 min; AID 504937; Potency, µM (top dose mostly 57.5 µM), for the others: at the top dose activity change, negative = inhibition, usual class: inhibitors; P17405; 340,000 tested, 0.006% active; note: potency is the fitted concentration of half-maximal effect
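Steps: dispense placental human ASM, pin compound, wait 10 min at room temperature, add HMU-PC0 substrate at 9 uM final, incubate 60 min at 37 °C, add stop solution raising pH to 10, read fluorescence.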
PKM2 activator: activators of human pyruvate kinase M2. purified PKM2, Kinase-Glo ATP luminescence, activation; response scale: 0% is enzyme alone, no compound. AID 1631. 260,000 tested, 0.34% active. Potency, µM (doses to about 57.5 µM), for the others: at the highest dose activation, most hits filed as activators; note: potency is the fitted concentration of half-maximal effect; % is set by controls: 0 for no effect and ±100 for the full control effect; nearly all actives have a fitted effect of over 55% in size
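Purified hPK-M2 (>95%) run at intermediate activity with 0.1 mM ADP and 0.5 mM PEP in 50 mM imidazole pH 7.2, KCl, MgCl2; 1 h room temperature. ATP formed read by Kinase-Glo luminescence; normalized to uninhibited and no-enzyme controls.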
USP2a block: blocks human ubiquitin-specific protease USP2a; O75604; AID 463254; Potency, µM (highest dose often 38.3 µM), without a hit: at the top dose activity change, negative = inhibition, actives largely listed as inhibitors; USP2 core, Ub-CHOP2 coupled fluorogenic reporter, 485/531; 330,000 tested, 0.01% active;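 note: potency is the fitted concentration of half-maximal effect; plate controls were DMSO wells for no effect and full inhibition by NEM control for full effect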
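Cell-free coupled assay: 10nM USP2 core preincubated 30min RT with compound in Tris-HCl pH 8.0/CaCl2/CHAPS buffer, then 25nM Ub-CHOP2 and 25nM reporter substrate; fluorescence (Ex 485/Em 531) read after 60min RT, normalized to NEM inhibition, concentration-response curves fitted.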
TSHR antagonist: human thyrotropin receptor antagonism. activity change, negative = inhibition, % at 11.5 µM. TSHR-expressing cells, TSH-stimulated cAMP HTRF, 2 h; hits give low values. 330,000 tested, 0.2% active. P16473. AID 504810;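 active = activity change below a set negative limit, meaning inhibition stronger than a set level, cut at about -70% in these data; inconclusive = activity change between two set negative limits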; note: % is set by controls: 0 for no effect and ±100 for the full control effect
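Inhibition of cAMP made by TSHR-expressing cells under TSH stimulation (4nM final, EC80; 2 h, 37 deg C) is quantified with a one-step lysis HTRF kit, anti-cAMP cryptate versus cAMP-d2.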
The depositor's hits bear a star; u = inconclusive; x = not tested or not shown; [ ] = dose if it differs, or a comment. Unless noted, calls come from the whole dose curve; as a rule, active = well fitted curve in the direction sought with a large enough effect; inconclusive = small, poorly fitted or top-dose-only effect, or another doubt; inactive = no such curve, though single readings can be large; an effect the other way counts as inactive or inconclusive.

SMILES	MBNL1 CUG block	hERG WT inh	Chronic BCR inh	GALK inhibitor	Mito fusion yeast	Menin-MLL TR inh	Eya2 phos inh	ASM inhibitor	PKM2 activator	USP2a block	TSHR antagonist
Nn1c(COc2ccc(Cl)cc2)nc2ccccc2c1=O	x	3	u	1%	20%	11%	3%	-3%	4%	-2%	0
Cc1ccc(S(=O)(=O)N2CN(CC3CCCO3)c3nc4ccccc4nc32)cc1 (stereo not drawn)	24%	-5	3%	-3%	1%	x	-1%	12%	x	0%	4
O=C(NCc1ccccn1)c1cccc(NS(=O)(=O)c2ccc(Br)cc2)c1	x	-5	u	x	0%	x	7%	-2%	x	2%	17
COc1ccc(NC(=S)N2CCC(NC(=O)c3cccc(F)c3)CC2)cc1	3%	6	-8%	-1%	-1%	-1%	-13%	5%	-8%	0%	-8
O=C(NC1CC2CCCC(C1)N2C(=O)Nc1ccccc1)C1CC1 (stereo not drawn)	3%	-2	-5%	-2%	1%	7%	-14%	-1%	23%	4%	-8
Cc1cc(C)n2nc(C(=O)OCC(=O)c3cc(C)n(C)c3C)nc2n1	-10%	-1	-1%	0%	-3%	-8%	-2%	4%	3%	-1%	15
COC(=O)C1=C(C)NC(C)=C(C(=O)OC)C1C(=O)OCc1nc2cc(C(=O)OC)ccc2c(=O)[nH]1	x	0	-7%	x	0%	x	3%	x	x	0%	-1
COCCOC(=O)C1=C(C)N=C2SCCC(=O)N2C1c1ccc(OC(=O)c2ccco2)cc1 (stereo not drawn)	4%	0	1%	2%	-2%	-9%[11.7 µM]	18%	-1%	7%	2%	-13
COc1cc(NC(=O)Nc2cccc(Cl)c2)c(OC)cc1NC(=O)CN1CCCCC1	5%	3	u	-3%	u	u	-2%	-18%	-7%	3%	8
N#Cc1ccc(OC(=O)Cc2ccsc2)cc1	4%	1	2%	10%	-2%	x	-4%	3%	13%	2%	33
CCCn1c(C)cc(C(=O)CSc2nnc3n(CCC)c(=O)c4ccccc4n23)c1C	-3%	x	-1%	-1%	-1%	-5%	-3%	x	-4%	0%	-4
COC(=O)c1sccc1NC(=S)N1CCCC(C)C1 (stereo not drawn)	0%	-4	1%	0%	5%	x	-19%	-2%	0%	2%	-18
CCOc1ccc(C2c3[nH]c4ccccc4c3CCN2C(=O)Cn2cncn2)cc1 (stereo not drawn)	6%	-11	2%	4%	1%	1%	16%	-2%	0%	1%	2
O=C(N/N=C\C=C\c1ccco1)c1cncc(Br)c1	u	0	-6%	-2%	0%	x	17%	-4%	17%	1%	2
O=C1NCCCCC1NS(=O)(=O)c1ccccc1 (stereo not drawn)	-9%	-19	-1%	-1%	7%	-14%	11%	8%	x	1%	-5
N/C(=N\N=C\c1ccco1)SC1CC(=O)N(c2ccccc2)C1=O (stereo not drawn)	8%	-10	4%	0%	-7%	1%	4%	-3%	-7%	1%	-10
CC(C)CNC(=O)C1CCN(S(=O)(=O)c2ccc3c(c2)OCCO3)CC1	x	-11	3%	x	2%	x	-3%	0%	x	-1%	-7
CCc1ccccc1NC(=O)CNC(=O)CCNC(=O)Nc1ccccc1	x	2	0%	x	3%	x	9%	1%	x	1%	9
CCN(CC)Cc1csc(C(N)=O)c1	5%	0	-4%	-1%	-1%	4%	7%	6%	-14%	2%	14
CCOc1ccccc1NC(=O)CCc1ccc(C)o1	-5%	3	u	-1%	8%	-10%	-13%	1%	6%	2%	-2
CCCn1c(N2CCC(Cc3ccccc3)CC2)nc2c1c(=O)[nH]c(=O)n2C	-5%	3	-7%	-2%	u	u	-15%	-20%	-1%	0%	-9
O=C(COC(=O)CCc1ccccc1)NC12CC3CC(CC(C3)C1)C2	-3%	1	2%	-1%	7%	u	-14%	-3%	1%	4%	16
Cc1ccc(C(=O)NCCc2nnc3ccc(SCC(=O)N4CCCC4)nn23)cc1	-4%	6	4%	-1%	-2%	x	-2%	-2%	0%	0%	-15
CCN(CC)S(=O)(=O)c1ccc(C(=O)/C=C/c2ccc(-c3ccc([N+](=O)[O-])cc3)o2)cc1	12%	9	-13%	1%	1%	x	-25%	0%	6%	-6%	2
CC1Cc2ccccc2N1CC(=O)Nc1ccc2c(c1)OC(F)(F)O2 (stereo not drawn)	-3%	-7	20%	0%	20%	x	4%	-4%	-10%	-3%	-5
O=C(COc1ccccc1)N1CCN=C1SCc1ccccc1	-4%	7	u	7%	0%	4%	8%	-1%	-2%	-1%	6
O=C(COC(=O)C12CC3CC(CC(Br)(C3)C1)C2)N1CCOCC1	7%	5	-6%	1%	2%	9%	-15%	-1%	-3%	4%	-2
Cc1ccc(Cn2c(SCCN3CCCCC3)nc3c2c(=O)n(C)c(=O)n3C)cc1	-5%	4	-1%	0%	7%	-10%	-27%	-3%	-14%	-1%	1
Cc1cc(=O)[nH]c(/N=C(\N)Nc2cccc3ccccc23)n1	14%	4	-7%	1%	1%	u	-29%	5%	-1%	0%	1
CCOc1ccc2nc(NC(=O)C3CCN(c4cnccn4)CC3)sc2c1	17%	-2	-15%	7%	-6%	21%	7%	23%	8%	1%	-2
O=C(c1cc2cc(Cl)ccc2oc1=O)N1CCOCC1	8%	5	-5%	-2%	-3%	23%	-2%	-2%	3%	3%	1
COc1ccc(CCNS(=O)(=O)c2ccc(-c3ccc(=O)[nH]n3)o2)cc1OC	u	-1	2%	-3%	6%	6%	15%	2%	x	2%	-1
Cc1cc(C)c2c(N)c(C(=O)NCC3CCCCC3)sc2n1	19%	-12	u	-2%	6%	x	-10%	301%[activator]	3%	0%	-6
CCOc1ccc(N2C(=O)CC(SCc3nc4ccccc4[nH]3)C2=O)cc1 (stereo not drawn)	6%	3	2%	1%	-14%	-3%	6%	-2%	21%	-1%	-2
CCn1ccc(C(=O)Nc2cccc(Cl)c2)n1	-9%	-24	u	8%	0%	0%	-12%	-2%	-2%	1%	-4
Cc1ccc(-c2cc(N)nc(-c3ccccc3)c2)cc1	5%	9	7%	3%	-16%	30%[activator]	-5%	-2%	0%	-10%	4
COC(=O)c1sc(S(=O)(=O)NCc2ccccc2)c(C(=O)OC)c1C	-8%	19	x	-1%	2%	u	x	-4%	0%	x	x
CCN(C(=O)COC(=O)COc1ccc2c(c1)CCC2)c1c(N)n(Cc2ccccc2)c(=O)[nH]c1=O	x	20	-7%	x	-2%	x	-16%	-2%	x	-2%	13
O=C(NCCCn1ccnc1)C1c2ccccc2Oc2ccccc21	4%	5	3%	1%	3%	27%	1%	2%	1%	1%	-7
Cc1ccc(C(=O)O/N=C(\N)c2cccc([N+](=O)[O-])c2)cc1	u	2	u	-1%	-2%	-1%	-8%	-4%	-9%	5%	-7
COC(=O)c1c(CSc2cccc(C)c2)noc1C(=O)NCc1ccco1	7%	-4	3%	-1%	2%	-10%	-13%	-11%	-1%	-1%	-1
Cc1ccc(NC(=O)COC(=O)Cc2ccccc2)cc1S(=O)(=O)N1CCOCC1	x	2	1%	x	x	x	-12%	-1%	x	2%	-12
CC(C)c1nnc(NC(=O)C2c3ccccc3Oc3ccccc32)s1	-1%	-3	u	-3%	u	16%	-1%	-9%	2%	0%	-12
CCN1CCN(CCCOc2ccc(Cl)cc2Br)CC1	-14%	x	u	6%	-14%	-7%	-9%	-10%	-5%	3%	30
CCOc1ccc(/C=N/NC(=O)C2(O)c3ccccc3-c3ccccc32)cc1	4%	-7	-2%	0%	-3%	-21%	-10%	-3%	12%	4%	-34
O=S(=O)(c1ccc(SCc2ccc(Cl)cc2)nc1)N1CCCC1	x	7	3%	x	23%	x	17%	-2%	x	-1%	-44
O=C(COC(=O)C1CCC1)NCc1ccccc1	x	-1	-1%	x	1%	x	8%	2%	x	1%	4

Not all compounds are listed, so the mix of outcomes need not match the whole.
